Vif-APOBEC3G blk – inhibitors of Vif-APOBEC3G interaction | Potency, µM (highest dose often 46.1 µM), for inactives: top-dose activity, negative = active, usual class: inhibitors | actives 0.076% (n = 410,000) | HeLa A3G-eYFP + Vif (tagged APOBEC3G with the HIV-1 protein that degrades it), YFP fluorescence, overnight;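 note: % is set by controls: 0 for no effect and ±100 for the full control effect; nearly all actives have a fitted effect of over 60% in size; hits raise eYFP signal because A3G escapes Vif-driven loss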
Target sequence (Q9HC16 whole entry, looked up): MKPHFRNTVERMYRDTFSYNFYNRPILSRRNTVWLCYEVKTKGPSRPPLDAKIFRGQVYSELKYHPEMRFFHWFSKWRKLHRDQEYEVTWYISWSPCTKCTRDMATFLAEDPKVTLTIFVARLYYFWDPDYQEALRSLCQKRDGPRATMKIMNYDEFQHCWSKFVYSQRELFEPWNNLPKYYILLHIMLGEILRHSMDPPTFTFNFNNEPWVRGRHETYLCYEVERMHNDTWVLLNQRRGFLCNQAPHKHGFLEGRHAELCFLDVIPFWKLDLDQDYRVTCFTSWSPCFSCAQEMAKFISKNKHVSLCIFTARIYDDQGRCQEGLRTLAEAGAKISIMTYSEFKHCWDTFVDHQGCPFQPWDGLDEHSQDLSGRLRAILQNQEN
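Read-out is eYFP fluorescence (Ex 488/Em 500-530) from Vif-expressing HeLa A3G-eYFP cells; more signal means A3G escaped Vif-mediated degradation. Cells plated overnight, compound pinned in, incubated overnight at 37 deg C.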
IDH1 R132H inh – inhibitors of human mutant IDH1 R132H. O75874. IDH1-R132H enzyme, NADPH consumption, diaphorase/resazurin fluorescence. Potency, µM (series often up to 76.6 µM), without a hit: top-dose activity change, negative = inhibition, hits mostly inhibitors. actives 0.093% (n = 390,000); note: % is set by controls: 0 for no effect and ±100 for the full control effect; nearly all actives have a fitted effect of over 65% in size
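IDH1-R132H (0.5 ug/mL dispensed) in pH 7.5 Tris buffer was preincubated 30 min with compound, then given a substrate mix of 0.016 mM NADPH and 2 mM alpha-KG for 80 min at room temperature; remaining NADPH was read by diaphorase/resazurin fluorescence.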
USP1-UAF1 inh – inhibitors of human USP1/UAF1 deubiquitinase. Potency, µM (highest dose often 57.1 µM), for the others: at the top dose activity change, negative = inhibition, actives largely listed as inhibitors. O94782. actives 0.23% (n = 390,000). recombinant USP1/UAF1, Ub-Rhodamine cleavage fluorescence; note: % is set by controls: 0 for no effect and ±100 for the full control effect; nearly all actives have a fitted effect of over 60% in size; inactives centre near -12
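USP1/UAF1 complex at 1 nM was preincubated with compound for 15 min at room temperature, then Ub-Rho substrate (150nM final) was added. Fluorescence (480/540 nm) was read kinetically, 6 reads every 60 seconds.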
TrxR1 inh – rat TrxR1 inhibition. AID 588453. recombinant rTrxR1, NADPH fluorescence consumption, selenite substrate. actives 1% (n = 390,000). Potency, µM (series often up to 114 µM), inactives show at the highest dose activity change, negative = inhibition, hits mostly inhibitors; note: % is set by controls: 0 for no effect and ±100 for the full control effect; nearly all actives have a fitted effect of over 65% in size
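Rat TrxR1 (90 nM in the dispensed reagent) was pre-reduced with 400 uM NADPH for 5 min at room temperature, then incubated with compound for 15 min. After 400 uM selenite was added, NADPH fluorescence (Ex 340/Em 450 nm) was followed for 8 min.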
Vif-APOBEC3F blk – inhibitors of Vif-A3F interaction; HeLa A3F-eYFP + Vif (tagged APOBEC3F with the HIV-1 protein that degrades it), YFP fluorescence increase; Potency, µM (top dose mostly 46.1 µM), without a hit: at the highest dose activity, negative = active; actives 0.2% (n = 390,000); AID 602313; note: % of control where 0% means no effect; nearly all actives have a fitted effect of over 65% in size
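Fluorescence increase (Ex 488/Em 500-530) after overnight compound treatment at 37 deg C flags inhibition of Vif-driven A3F-eYFP loss in stable HeLa A3F-eYFP/Vif cells seeded overnight beforehand.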
RGS4 inhibitor – inhibitors of human regulator of G protein signaling 4 | P49798 | Transcreener GDP fluorescence polarization, RGS4-accelerated GTP hydrolysis | Potency, µM (doses to about 114 µM), for the others: top-dose activity change, negative = inhibition, actives largely listed as inhibitors | actives 0.039% (n = 390,000) | AID 504845; note: % is set by controls: 0 for no effect and ±100 for the full control effect; nearly all actives have a fitted effect of over 75% in size; some results filed as inactive show a strong effect at the top dose
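MLSMR compounds (23 nl, pin-transferred) preincubated 10 min at room temperature with a 500nM (2x) first reagent, then RGS4 at 900nM (2x) plus Transcreener GDP mix added; fluorescence polarization (620/688 nm) read before and after 90 min at 30 °C.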
RXFP1 agonist – RXFP1 (human) receptor agonism; Q9HBX9; HEK293T-RXFP1 cAMP TR-FRET, 30 min; response scale: percent of porcine relaxin response, buffer zero; Potency, µM (series often up to 57.5 µM), without a hit: at the highest dose activation, actives largely listed as activators; actives 0.3% (n = 370,000); note: % is set by controls: 0 for no effect and ±100 for the full control effect; nearly all actives have a fitted effect of over 60% in size; many of its hits are not listed in these tables
Target sequence (Q9HBX9 whole entry, looked up): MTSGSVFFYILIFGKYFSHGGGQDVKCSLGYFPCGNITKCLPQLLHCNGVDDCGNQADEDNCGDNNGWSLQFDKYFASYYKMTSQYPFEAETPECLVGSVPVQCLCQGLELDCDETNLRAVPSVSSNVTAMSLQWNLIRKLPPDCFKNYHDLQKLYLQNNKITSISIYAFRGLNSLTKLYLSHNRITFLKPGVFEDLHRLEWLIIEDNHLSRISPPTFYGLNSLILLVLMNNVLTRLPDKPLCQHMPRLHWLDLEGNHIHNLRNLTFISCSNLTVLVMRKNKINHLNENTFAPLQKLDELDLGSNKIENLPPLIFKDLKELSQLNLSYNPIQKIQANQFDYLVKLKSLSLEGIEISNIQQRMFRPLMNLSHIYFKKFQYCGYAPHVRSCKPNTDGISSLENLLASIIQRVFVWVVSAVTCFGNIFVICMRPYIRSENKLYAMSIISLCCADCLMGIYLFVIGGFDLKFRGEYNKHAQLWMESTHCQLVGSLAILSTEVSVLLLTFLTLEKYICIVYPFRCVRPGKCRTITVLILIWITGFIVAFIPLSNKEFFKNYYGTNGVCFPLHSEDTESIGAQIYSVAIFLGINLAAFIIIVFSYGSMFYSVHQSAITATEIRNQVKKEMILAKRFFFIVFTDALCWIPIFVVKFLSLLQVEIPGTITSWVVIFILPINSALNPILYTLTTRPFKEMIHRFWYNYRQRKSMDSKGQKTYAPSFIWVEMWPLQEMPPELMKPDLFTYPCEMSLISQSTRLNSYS
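HEK293T cells stably expressing RXFP1 were pretreated with the PDE4 inhibitor Ro 20174, exposed to compounds for 30 min at 37C, lysed, and cAMP was read by TR-FRET. Data normalized to buffer (basal) and 29 nM porcine relaxin (100%).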
TrxR1 substrate – rat thioredoxin reductase 1 substrate activity; purified TrxR1 substrate turnover, NADPH consumption readout; Potency, µM (titrated, usually from 114 µM), for the others: at the top dose activity change, negative = substrate turnover; actives 0.01% (n = 390,000); note: % is set by controls: 0 for no effect and ±100 for the full control effect; nearly all actives have a fitted effect of over 50% in size
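Rat TrxR1, dispensed at 90 nM, was prereduced with 400 uM NADPH (final) for 5 min at ~22 deg C, then incubated with compound 15 min before 400 uM selenite. A first-read NADPH fluorescence drop versus no-compound background flagged substrates.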
ALOX12 inh – blocks human arachidonate 12S-lipoxygenase. purified 12hLO, xylenol orange hydroperoxide absorbance. Potency, µM (titrated, usually from 108 µM), without a hit: at the highest dose activity change, negative = inhibition, actives largely listed as inhibitors. actives 1.1% (n = 580,000). AID 1671190; note: % is set by controls: 0 for no effect and ±100 for the full control effect
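Purified human 12hLO at 150 nM in 25 mM Hepes, 0.01% Triton X-100, pH 7.0, preincubated 15 min at room temperature with compound. Reaction started with 40 uM arachidonic acid, 30 min at room temperature. Hydroperoxide measured by Fe-xylenol orange, 573/405 nm absorbance ratio.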
* = called active by the depositor; ? = inconclusive; nt = not tested or not shown; & = joins results of further samples; [ ] = remark or other dose. Calls come from the whole dose curve; as a rule, active = well fitted curve in the direction sought with a large enough effect; inconclusive = small, poorly fitted or top-dose-only effect, or another doubt; inactive = no such curve, though single readings can be large; an effect the other way counts as inactive or inconclusive. Potency is the fitted concentration of half-maximal effect. Not all compounds are listed, so the mix of outcomes need not match the whole.

# | mol | Vif-APOBEC3G blk | IDH1 R132H inh | USP1-UAF1 inh | TrxR1 inh | Vif-APOBEC3F blk
1 | COC(=O)c1sc2nc[nH]c(=O)c2c1C | 2% | 2% | 1% | -17% | 2%
2 | COc1ccc(NC(=O)CSc2nnc(-c3ccccc3C)n2N)cc1OC | 0% | 8% | -21% | -12% | -2%
3 | CC(C)=CCN1CCN(Cc2cccc3c2OCO3)CC1CCO (stereo not given) | -2% | 1% | -19% | 24%[57.1 µM] | 4%
4 | CC[C@@H](C)[C@@H]1CN([C@@H](CN2CCC[C@H]2CN2C(N)=NC[C@H]2C(C)C)C(C)C)C(=N)N1CCCC1CCCC1 | -1% | 6% | -5% | 3% | 5%
5 | CSc1cccc(N2CC(C(=O)N3CCN(S(=O)(=O)c4ccccc4Cl)CC3)CC2=O)c1 (stereo not given) | 4% | -1% | -14% | 8% | -1%
6 | O=C(NCc1nc2ccccc2[nH]1)C1=C[C@H](c2csc3ccccc23)C[C@H](OCc2ccc(CO)cc2)O1 | -6% | -9% | -27% | 12%[57.1 µM] | 0%
7 | O=C(c1ccc2c(=O)n3c(nc2c1)CCC3)N1CCCSC1=Nc1ccccc1 | -5% | 1% | -20% | 9% | -7%
8 | Cc1c([N+](=O)[O-])c(C(=O)NC2CCCC2)nn1C | 0% | 9% | -13% | 35% | 1%
9 | Cc1ccc(NC(=O)CCn2cnc3onc(-c4ccc(F)cc4)c3c2=O)c(Br)c1 | 3% | -11% | -22% | 1% | -3%
10 | Cc1cc(C)nc(-n2nc(C)cc2NC(=O)CN2CCC(C)CC2)n1 | -1% | 8% | -13% | -13% | 0%
11 | O=C(NCCc1ccccc1)c1ccc2c(c1)S(=O)(=O)c1cc(Cl)ccc1C2=O | ? | -10% | -13% | 29% | -22%
12 | Cc1ccccc1-c1nnc(SCC(=O)N(CC(C)C)c2c(N)n(CC(C)C)c(=O)[nH]c2=O)n1C | -3% | -5% | -11% | 10% | 0%

# | RGS4 inhibitor | RXFP1 agonist | TrxR1 substrate | ALOX12 inh
1 | -7% | 1.5% | 4% | 177%[activator]
2 | -6% | -1.1% | -8% | -2%
3 | -17% | -2.3% | 2%[57.1 µM] | 2%
4 | 21% | nt | -1% | 16%
5 | 9% | nt | -9% | 7%
6 | 1% | 2.1% | 5%[57.1 µM] | -4%
7 | -14% | 1.5% | 4% | 2%
8 | 5% | 0.7% | 2% | 4%
9 | -18% | 7.4% | -4% | -32%
10 | -34% | 1.3% | -9% | 0%
11 | -3% | -0.3% | 0% | -23%
12 | -12% | 1.0% | 2% | 0%

Sorted by molar mass (highest first): part of the list above.
# | mol | Vif-APOBEC3G blk | IDH1 R132H inh | USP1-UAF1 inh | TrxR1 inh | Vif-APOBEC3F blk
4 | CC[C@@H](C)[C@@H]1CN([C@@H](CN2CCC[C@H]2CN2C(N)=NC[C@H]2C(C)C)C(C)C)C(=N)N1CCCC1CCCC1 | -1% | 6% | -5% | 3% | 5%
6 | O=C(NCc1nc2ccccc2[nH]1)C1=C[C@H](c2csc3ccccc23)C[C@H](OCc2ccc(CO)cc2)O1 | -6% | -9% | -27% | 12%[57.1 µM] | 0%
12 | Cc1ccccc1-c1nnc(SCC(=O)N(CC(C)C)c2c(N)n(CC(C)C)c(=O)[nH]c2=O)n1C | -3% | -5% | -11% | 10% | 0%
11 | O=C(NCCc1ccccc1)c1ccc2c(c1)S(=O)(=O)c1cc(Cl)ccc1C2=O | ? | -10% | -13% | 29% | -22%
7 | O=C(c1ccc2c(=O)n3c(nc2c1)CCC3)N1CCCSC1=Nc1ccccc1 | -5% | 1% | -20% | 9% | -7%
2 | COc1ccc(NC(=O)CSc2nnc(-c3ccccc3C)n2N)cc1OC | 0% | 8% | -21% | -12% | -2%
10 | Cc1cc(C)nc(-n2nc(C)cc2NC(=O)CN2CCC(C)CC2)n1 | -1% | 8% | -13% | -13% | 0%
3 | CC(C)=CCN1CCN(Cc2cccc3c2OCO3)CC1CCO (stereo not given) | -2% | 1% | -19% | 24%[57.1 µM] | 4%
8 | Cc1c([N+](=O)[O-])c(C(=O)NC2CCCC2)nn1C | 0% | 9% | -13% | 35% | 1%

# | RGS4 inhibitor | RXFP1 agonist | TrxR1 substrate | ALOX12 inh
4 | 21% | nt | -1% | 16%
6 | 1% | 2.1% | 5%[57.1 µM] | -4%
12 | -12% | 1.0% | 2% | 0%
11 | -3% | -0.3% | 0% | -23%
7 | -14% | 1.5% | 4% | 2%
2 | -6% | -1.1% | -8% | -2%
10 | -34% | 1.3% | -9% | 0%
3 | -17% | -2.3% | 2%[57.1 µM] | 2%
8 | 5% | 0.7% | 2% | 4%

(further entries)
# | mol | Vif-APOBEC3G blk | IDH1 R132H inh | USP1-UAF1 inh | TrxR1 inh | Vif-APOBEC3F blk
13 | Cn1c(=O)c2c(-c3ccc(Cl)cc3)n(Cc3ccc(Cl)cc3)cc2n(C)c1=O | 4% | -16% | -16% | 23% | -13%
14 | COc1ccc(NC(=O)CSc2nccn2C2CCCC2)cc1OC | 3% | 9% | ? | -6%[57.1 µM] | -28%
15 | O=C(CSc1n[nH]c(=O)n1-c1ccccc1)Nc1ccccc1 | 0% | 6% | -8% | 20%[11.4 µM] | ?
16 | Cc1ccc(CN(Cc2cccn2-c2nnc(N3CCCC3=O)s2)C(=O)Nc2cc(C)cc(C)c2)cc1 | 1% | 8% | -16% | 15% | 6%
17 | COc1nc(N(C)C)nc(N2CC(=O)N(CCNS(=O)(=O)c3ccc(C)cc3)C2=N)n1 | 0% | 2% | -3% | 6%[57.1 µM] | 16%
18 | O=C(CN1C(=O)NC2(CCCC2)C1=O)NC(c1ccccc1)c1ccccc1 | -2% | -7% | -5% | ? | -17%
19 | Cc1ccc(-n2ncc(-c3nnc(SCC(=O)NC4CCCC4)o3)c2N)cc1C | 0% | 4% | -7% | 0%[11.4 µM] | -10%
20 | CCCCCC(CC(=O)NO)C(=O)NC(C(=O)N1CCCC1CO)C(C)C (stereo not given) | 0% | -4% | 13% | 15% | -1%
21 | c1ccc2c(c1)oc1c(N3CCOCC3)ncnc12 | 3% | 4% | -13% | 14%[57.1 µM] | -10%
22 | COc1ccc([C@H]2C=C(C(=O)O)O[C@@H](OCCCCO)C2)cc1 | 2% | -6% | -2% | 11%[57.1 µM] | 3%
23 | O=C(CCS(=O)(=O)c1nc(-c2cccs2)cc(C(F)(F)F)n1)Nc1ccc(F)c(Cl)c1 | -24% | -8% | ? | ? | 0%
24 | COc1ccc2cc(C(=O)C3CCCN(Cc4cnc(N5CCOCC5)s4)C3)ccc2c1 (stereo not given) | -2% | 1% | -11% | 10% | 0%

# | RGS4 inhibitor | RXFP1 agonist | TrxR1 substrate | ALOX12 inh
13 | 16% | 1.2% | 49%[activator] | ?
14 | 27% | 4.7% | -9%[57.1 µM] | -26%
15 | 6% | 0.0% | 7%[11.4 µM] | ?
16 | -7% | 25% | 1% | -26%
17 | 8% | 4.9% | -5% | 0%
18 | 2% | nt | -8% | 1%
19 | -6% | 1.6% | -1%[11.4 µM] | -27%
20 | 21% | 0.5% | 1% | -8%
21 | -8% | 2.7% | 3% | ?
22 | -1% | 2.3% | 12%[57.1 µM] | -22%
23 | 4% | 0.2% | 18%[2.29 µM] | 3%
24 | -7% | 0.9% | 11% | -22%

Additional compounds follow.
# | mol | Vif-APOBEC3G blk | IDH1 R132H inh | USP1-UAF1 inh | TrxR1 inh | Vif-APOBEC3F blk
25 | Cc1ccccc1-c1nc(CS(=O)(=O)CC(=O)NCCCN2C(C)CCCC2C)c(C)o1 (stereo not given) | 1% | 11% | -9% | -21%[57.1 µM] | 6%
26 | O=C1COc2ccc(NC(=O)c3ccccc3C(=O)O)cc2N1 | 0% | 4% | -4% | 13% | -4%
27 | CCN1CCN(CC(=O)Nc2cc(S(=O)(=O)N3CCCCC3)ccc2Cl)CC1 | 0% | -17% | -13% | 3% | -5%
28 | Cc1cc(=O)[nH]c2ccccc12 | -5%&2% | 19% | -6% | -6% | -10%
29 | CC1(C)CC(=O)C2=C(C1)Nc1ccccc1[S@]2=O | -1% | 1% | -7% | 2% | -5%
30 | Cc1ccc(S(=O)(=O)CC(=O)Nc2nnc(C)s2)cc1 | -3% | -5% | -25% | 20% | -16%
31 | Cc1ccc(C2(c3noc(CN4C[C@@H](C)O[C@@H](C)C4)n3)CCCC2)cc1 | -7% | 0% | 0% | -25% | 16%
32 | COc1ccc(S(=O)(=O)N2CCC(C(=O)N3CCCCCC3)CC2)cc1 | 0% | -2% | -2% | 8%[57.1 µM] | 1%
33 | Cc1nn(Cc2ccccc2Cl)c(C)c1C(=O)N(C)CC(=O)Nc1cccc(F)c1 | 5% | -2% | -12% | 15% | 4%
34 | CC(C)C(CCNC(=O)CN1C(=O)c2ccccc2C1=O)c1ccco1 (stereo not given) | 0% | 8% | -8% | ? | 3%

# | RGS4 inhibitor | RXFP1 agonist | TrxR1 substrate | ALOX12 inh
25 | 9% | 0.1% | 9%[57.1 µM] | -3%
26 | 13% | 1.3% | 3% | -22%
27 | -6% | nt | 0% | ?
28 | -8% | -0.7% | -3%&6% | 42%[activator]
29 | -9% | 6.1% | 2% | 12%
30 | 17% | -3.1% | 9% | ?
31 | 29% | -2.4% | -15% | 3%
32 | 5%[11.4 µM] | 2.9% | 7%[57.1 µM] | 13%
33 | 3% | 0.1% | -5% | 456%[activator]
34 | 0% | 1.9% | -10% | 0%

From PubChem
